# Source: PubChem BioAssay (NCI)
# Growth percent in the NCI-60 one-dose screen (48 h, 10 µM unless noted): 100 = growth as untreated, 0 = no growth, -100 = all killed.
# OVCAR-8 – OVCAR-8 ovarian cancer; hit rate 4.4% among 81,000; AID 1794782
# NCI-H322M – NCI-H322M lung cancer; hit rate 2.7% among 80,000; AID 1794733
# NCI-H226 – NCI-H226 lung cancer. hit rate 3.5% among 79,000. AID 1794732
# OVCAR-3 – OVCAR-3 ovarian cancer. hit rate 7% among 79,000
# NCI-H460 – NCI-H460 lung cancer | hit rate 6.8% among 82,000 | AID 1794736
# OVCAR-5 – OVCAR-5 ovarian cancer. hit rate 2.9% among 82,000
# NCI/ADR-RES – NCI/ADR-RES ovarian cells; hit rate 4.4% among 81,000; AID 1794790
# NCI-H522 – NCI-H522 lung cancer; hit rate 8% among 78,000
# NCI-H23 – NCI-H23 lung cancer | hit rate 4% among 80,000 | AID 1794731
# An asterisk follows results filed as active; x = not tested or not shown; & = joins results of further samples. How the source made its calls: active means growth percent below 10; inactive means the rest.
SMILES,OVCAR-8,NCI-H322M,NCI-H226,OVCAR-3,NCI-H460,OVCAR-5,NCI/ADR-RES,NCI-H522,NCI-H23
COc1ccc(-c2nc3c(c(-c4ccc(Cl)cc4)nn3-c3ccccc3)c(-c3ccc(O)cc3)c2C#N)cc1,61,75,71,34,14,79,55,58,53
COc1cc(NS(=O)(=O)c2ccccc2)ccc1C,x,89,104,117,109,100,102,94,x
O=c1nc2c(-c3nc(-c4ccccc4Cl)no3)n[nH]n2c2sc3c(c12)CCCC3,103,98,99,100,103,100,105,97,x
CC(C)(C)c1cc(/N=C/c2cccnc2)n(-c2ccccc2)n1,88,111,92,123,102,104,107,x,106
COC(=O)N1CC(Oc2ccccn2)C2CC1c1ccccc1O2 (centres undefined),99,119,104,110,100,107,99,98,94
CCOc1ccc2cc(-c3nn(CC4CCN(C)CC4)c4ncnc(N)c34)ccc2n1,79&100,85&101,73&91,72&97,78&99,79&100,76&98,84&82,60&87
CCCOC(=O)CSC#N,103,103,91,106,101,107,104,96,102
Nc1cnc(Nc2ccc(Br)cc2)nc1N,108,102,95,111,117,103,111,97,105
Cc1c(C(=O)NO)sc2ncnc(Nc3ccc(Cl)cc3)c12,102,97,86,99,99,108,102,75,92
O=[N+]([O-])c1ccc2c(c1)oc1ccccc12,103,115,101,125,110,108,113,92,109
O=C(O)c1ccc(-n2cc(CNc3cccc(F)c3)c(-c3ccc(F)cc3)n2)cc1,101,101,104,110,103,112,107,95,104
Nc1ncnc2c1N=C1c3ccccc3CCC1C(c1ccccc1)N2 (centres undefined),81,101,95,110,101,110,98,105,99
COC(=O)[C@@]1(C)CC[C@]2(C)CC[C@]3(C)C(=CC(=O)[C@@H]4[C@@]5(C)Cc6c(n(CC#CCN7CCN(C)CC7)c7ccccc67)C(C)(C)[C@@H]5CC[C@]43C)[C@@H]2C1,94,91,99,x,22,87,86,100,85
O=C1CCC(=O)N1C(=O)c1ccccc1,95,101,101,109,105,112,104,80,98
CCOP(=O)(OCC)/C(C#N)=C/c1ccc(N(C)C)cc1,108,98,83,106,103,107,103,91,102
O=C(Nc1ccccc1)C(Cc1ccccc1)c1ccccc1 (centres undefined),100,115,93,102,108,100,95,x,105
C=C(C)CCCC(C)C(O)C=O (centres undefined),98,104,102,104,107,104,103,99,95
C=CCn1c(-c2nc3ccc(C(=C(C#N)C#N)c4ccccc4)cc3[nH]2)cc2cc(-c3ccc(C(F)(F)F)cc3)ccc21,74,73,72,74,44,77,57,23,67
COc1ccc(-c2nc(SCc3nc4ccccc4[nH]3)nc(N3CCNCC3)c2C#N)cc1,87,85,104,84,77,96,82,86,96
Cn1c(Cc2ccccc2)nc(=O)c2ccccc21,112,108,107,109,116,114,117,98,102
CCN1C(=O)N(CC)C2C1NN=C1SC3(C(=O)N12)C(c1ccccc1)CN(C)C31C(=O)Nc2ccccc21 (centres undefined),93,108,93,99,101,109,86,73,98
O=C1Nc2ccccc2/C1=C/c1cccn1CCCCn1c2ccccc2c(=O)c2ccccc21,59,101,75,87,94,78,74,68,77
COc1ccc(Nc2nc(N)nc3c(OC)nccc23)cc1,109,99,105,112,104,117,100,102,92
Cc1nn(-c2ccc(F)cc2)c(C)c1N=Nc1ccc(Br)cc1,86,91,95,94,96,84,100,51,103
COc1ccc(/C=N/NC(=O)c2cnn(CC(O)Cc3ccccc3)c2N)cc1OC1CCCC1 (centres undefined),79,103,x,102,98,102,88,93,93
NS(=O)(=O)c1ccc(-n2nccc2-c2cc3ccccc3oc2=O)cc1,98,101,105,105,102,114,107,92,101
CCN[C@@H]1C[C@H](N)[C@@H](O[C@H]2OC(CN)=CC[C@H]2N)[C@H](O)[C@H]1OC1OC[C@](C)(O)[C@H](NC)[C@H]1O (some centres undefined),109,x,116,108,106,103,116,x,118
CCOC(=O)C(CC)(CCc1ccc([N+](=O)[O-])cc1)C(=O)OCC,98,99,86,99,109,102,90,87,86
O=C1Nc2c(ccc(Cl)c2Cl)/C1=C/c1ccncc1,98,80,86,102,107,97,106,86,96
O=C(O)CN(CC(=O)O)C1C(=O)NC(=O)NC1=O,105,121,108,114,108,90,115,89,103
Cn1cc(-c2nn3cc(-c4nccs4)nc3s2)c2ccccc21,87,79,81,x,87,92,72,58,90
Brc1cc(Br)cc(NNc2cc(Br)cc(Br)c2)c1,104,100,96,96,97,97,108,86,94
COc1cc2ncnc(Nc3ccc(S(=O)(=O)Nc4nccs4)cc3)c2cc1OCCCN1CCN(c2ccc([N+](=O)[O-])cc2)CC1,105,108,101,106,108,107,108,97,112
Cn1c(N)nc2c(ncn2C2CC(O)C(CO)O2)c1=O (centres undefined),95,111,83,105,109,86,93,105,88
O=c1[nH]c2c(ccc3cnccc32)c2c1CCC2,14,-12*,-6.5*,-27*,-4.2*,-2.6*,7.3*,-34*,-65*
Clc1ccccc1-c1conc1-n1nc(-c2ccccc2)nc1-c1ccccc1,106,98,90,118,117,103,102,107,106
N#Cc1c(N2CCN(Cc3ccccc3)CC2)nc(=S)[nH]c1-c1ccc([N+](=O)[O-])cc1,115,102,112,116,115,111,63,100,108
CN1C(=O)C(OCc2ccc(C#N)cc2)Oc2cc(C(=O)O)ccc21 (centres undefined),101,96,101,104,107,103,103,97,99
CCC(O)c1ccc(Br)cc1NC(=O)c1cccc(Cl)c1 (centres undefined),14,29,-1.3*,34,3.2*,50,5.5*,24,28
C/C=C(/C)C(=O)O[C@@H]1CC(C)(C)CC2C34OC(=O)[C@@]21CC[C@@]3(C)[C@]1(C)CCC2C(C)(C)C(=O)CC[C@]2(C)C1C[C@@H]4Cl (some centres undefined),96,98,87,115,98,96,106,93,95

# In a second layout: entries from further up
Structure	OVCAR-8	NCI-H322M	NCI-H226	OVCAR-3	NCI-H460	OVCAR-5	NCI/ADR-RES	NCI-H522	NCI-H23
Cn1c(Cc2ccccc2)nc(=O)c2ccccc21	112	108	107	109	116	114	117	98	102
CCN1C(=O)N(CC)C2C1NN=C1SC3(C(=O)N12)C(c1ccccc1)CN(C)C31C(=O)Nc2ccccc21 (centres undefined)	93	108	93	99	101	109	86	73	98
O=C1Nc2ccccc2/C1=C/c1cccn1CCCCn1c2ccccc2c(=O)c2ccccc21	59	101	75	87	94	78	74	68	77
COc1ccc(Nc2nc(N)nc3c(OC)nccc23)cc1	109	99	105	112	104	117	100	102	92
Cc1nn(-c2ccc(F)cc2)c(C)c1N=Nc1ccc(Br)cc1	86	91	95	94	96	84	100	51	103
COc1ccc(/C=N/NC(=O)c2cnn(CC(O)Cc3ccccc3)c2N)cc1OC1CCCC1 (centres undefined)	79	103	x	102	98	102	88	93	93
NS(=O)(=O)c1ccc(-n2nccc2-c2cc3ccccc3oc2=O)cc1	98	101	105	105	102	114	107	92	101
CCN[C@@H]1C[C@H](N)[C@@H](O[C@H]2OC(CN)=CC[C@H]2N)[C@H](O)[C@H]1OC1OC[C@](C)(O)[C@H](NC)[C@H]1O (some centres undefined)	109	x	116	108	106	103	116	x	118
CCOC(=O)C(CC)(CCc1ccc([N+](=O)[O-])cc1)C(=O)OCC	98	99	86	99	109	102	90	87	86
O=C1Nc2c(ccc(Cl)c2Cl)/C1=C/c1ccncc1	98	80	86	102	107	97	106	86	96
O=C(O)CN(CC(=O)O)C1C(=O)NC(=O)NC1=O	105	121	108	114	108	90	115	89	103
Cn1cc(-c2nn3cc(-c4nccs4)nc3s2)c2ccccc21	87	79	81	x	87	92	72	58	90
Brc1cc(Br)cc(NNc2cc(Br)cc(Br)c2)c1	104	100	96	96	97	97	108	86	94
COc1cc2ncnc(Nc3ccc(S(=O)(=O)Nc4nccs4)cc3)c2cc1OCCCN1CCN(c2ccc([N+](=O)[O-])cc2)CC1	105	108	101	106	108	107	108	97	112
Cn1c(N)nc2c(ncn2C2CC(O)C(CO)O2)c1=O (centres undefined)	95	111	83	105	109	86	93	105	88
O=c1[nH]c2c(ccc3cnccc32)c2c1CCC2	14	-12*	-6.5*	-27*	-4.2*	-2.6*	7.3*	-34*	-65*
Clc1ccccc1-c1conc1-n1nc(-c2ccccc2)nc1-c1ccccc1	106	98	90	118	117	103	102	107	106
N#Cc1c(N2CCN(Cc3ccccc3)CC2)nc(=S)[nH]c1-c1ccc([N+](=O)[O-])cc1	115	102	112	116	115	111	63	100	108
CN1C(=O)C(OCc2ccc(C#N)cc2)Oc2cc(C(=O)O)ccc21 (centres undefined)	101	96	101	104	107	103	103	97	99
CCC(O)c1ccc(Br)cc1NC(=O)c1cccc(Cl)c1 (centres undefined)	14	29	-1.3*	34	3.2*	50	5.5*	24	28

# Continued:
SMILES,OVCAR-8,NCI-H322M,NCI-H226,OVCAR-3,NCI-H460,OVCAR-5,NCI/ADR-RES,NCI-H522,NCI-H23
O=P(OCC1CCCO1)(OCC1CCCO1)OCC1CCCO1 (centres undefined),93,84,102,120,123,92,107,90,105
CC(C)(C)C(=O)CCCCCCCC/C=C/CCCC(O)c1ccco1 (centres undefined),104,95,112,126,112,94,108,120,102
CC(C)(C)c1nn(-c2ccccc2)c2c1C(=O)CSC(c1ccc3c(c1)OCO3)N2 (centres undefined),109,89,104,93,106,96,88,90,100
Cc1c2c(c(C)c3c1oc1cc(O)ccc13)C(=O)N(Cc1ccccc1)C2=O,85,83,85,96,89,81,76,79,66
CC1=C(I)[C@@]2(CCCO)c3cc4c(cc3C[C@@]2(C)[C@@H]1C)OCO4,94,93,102,104,100,95,95,83,95
Cn1cccc1C(=O)C1C(c2ccc(F)cc2)C2CSCN2C12C(=O)Nc1ccc(Cl)cc12 (centres undefined),86,97,91,99,78,95,77,74,89
Cc1ccc2[nH]c(=S)n(-c3ccc(S(=O)(=O)Nc4ccc(Cl)nn4)cc3)c(=O)c2c1,98,110,99,108,104,103,103,92,101
O=C(NCc1cccs1)c1ccc(OCC2CCCO2)cc1 (centres undefined),105,107,95,99,111,106,108,96,106
OC(Cc1ccccc1)c1ccccc1 (centres undefined),107&99,80&83,86&104,104&112,115&103,103&109,107&109,106&91,105&98
Cc1ccc(S(=O)(=O)OC(C)CCC(C)OS(=O)(=O)c2ccc(C)cc2)cc1 (centres undefined),x,96,95,102,102,105,102,71,104
NS(=O)(=O)c1ccc(CCn2c(SCc3ccc(F)cc3)nc3ccccc3c2=O)cc1,87,92,105,97,96,109,87,79,87
CC1(C)[C@@H](O)CC[C@]2(C)[C@H]3CC[C@@H]4[C@H]5[C@H](c6cn(-c7ccc(F)cc7)nn6)CC[C@]5(CO)CC[C@@]4(C)[C@]3(C)CC[C@@H]12,90,93,88,89,84,100,82,79,87
CC(=O)OCCN1C=C(S(=O)(=O)c2ccccc2)C2=NCCCN2C1=O,102,100,105,108,107,98,102,101,104
Cc1nn(-c2ccccc2)c(Oc2ccccn2)c1/C=N\N=c1/sc2ccccc2n1C,91,90,81,98,82,91,108,76,100
CC1(C)CCC(C)(C)c2cc3c(cc21)C(C)(C)CCC3(C)C,106,119,99,113,111,109,113,124,108
Cc1ccc(S(N)(=O)=O)cc1N,96,109,104,105,119,89,94,96,91
COc1cc2c(cc1OCCCCCCN1CCN(c3ncnc4ccccc34)CC1)N=CC1CCCN1C2=O (centres undefined),-12*,-3.0*,-55*,-6.8*,3.5*,10,6.9*,-55*,-26*
Cn1cc(-c2cc(N)n3nc(-c4cn(C)c5ccc(Br)cc45)cc3n2)c2cc(Br)ccc21,87,86,109,109,69,100,86,102,x
O=C(CN1CCN(c2cc(=O)n(-c3ccccc3)c3ccccc23)CC1)Nc1ccc([N+](=O)[O-])cc1,91,88,83,91,94,99,91,82,82
Cc1cc(C)c([N+](=O)[O-])cc1C,104,100,93,99,102,94,98,94,94
N#Cc1c(Nc2ccccc2)nn2c(-c3ccc(Br)cc3)c(-c3nc4ccccc4s3)c(N)nc12,97,100,74,114,105,103,92,93,90
CC(CCC(=O)O)(NC(=O)c1ccc([N+](=O)[O-])cc1)C(=O)O (centres undefined),102,107,111,108,107,118,108,106,98
COc1ccc(/C=c2\[nH]c3nc4sc(C)c(C)c4c(=O)n3c2=O)cc1,100,104,94,108,100,102,107,84,107
COc1cc2ccc(CC(=O)O)cc2cc1OC,104,89,104,107,103,106,103,97,95
CC(C)CCSC1=CC(=O)c2ccccc2C1=O,56,80,70,-57*,103,112,76,-69*,78
Cc1cc(NCc2cc(Nc3ccnc4cc(Cl)ccc34)ccc2F)nc(Cl)n1,36,72,52,57,48,74,36,36,33
CCOC(=O)CNC(=O)CN(Cc1ccccc1)C(=O)[C@@]1(C)CCC[C@]2(C)[C@H]3CC4C(C(C)C)=C[C@]3(CC[C@H]21)[C@@H]1C(=O)CCC(=O)[C@H]41,58,87,49,61,65,98,48,37,49
